# APP 5'UTR act – APP 5'UTR luciferase reporter activation; 190,000 compounds, 1% hits; AID 1276; activation, % at 2 µM; SH-SY5Y APP 5'UTR luciferase reporter, luminescence; zero percent = DMSO vehicle wells;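 active means activation above a set limit, based on mean plus 3 SD of controls, cut at about 140% in these data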; further: values of inactives mirror those of a sister screen read the other way
# Hsp70 activator – switches on Hsp70 transcription; HeLa Hsp70 promoter luciferase reporter, luminescence; scaled: vehicle 0, proteasome-inhibitor control 100%; 200,000 compounds, 0.04% hits; activation, % at 10 µM;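 active means activation above the mean across all tested compounds plus 3 SD, cutoff set per campaign, cut at about 5.5% in these data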;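 further: 100% = MG132 at 30 µM as the positive control and 0% = DMSO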
# STAT1 blocker – inhibitors of IFN-gamma induced STAT1 signaling; NIH 3T3 STAT1-luciferase reporter, luminescence; inhibition, % at 5.5 µM; 200,000 compounds, 0.35% hits;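 active means inhibition above a set limit, the mean inhibition across all tested compounds plus 3 SD, cut at about 34% in these data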;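 further: 0% = IFN-gamma with DMSO and 100% = IFN-gamma with 300 µM nifuroxazide; values of inactives mirror those of a sister screen read the other way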
# STAT3 act – increases IL-6 driven STAT3 reporter signal; 190,000 compounds, 0.91% hits; U3A cells, IL-6 STAT3-luciferase reporter, luminescence; 100% = signal with IL-6 EC80 alone; activation (% of control), % at 5.6 µM; AID 871;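 active means activation above the screen-wide mean of compound activation plus 3 SD, cut at about 130% in these data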;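 further: 0% = background luminescence of wells with medium and substrate only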
#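 Material: STAT3-luciferase reporter U3A cells; Probe or stimulus: IL-6 (33 ng/mL); Incubation: compound pre-incubation 1 h before IL-6, then 6 h stimulation at 37 °C; Technique: luminescence from STAT3-driven luciferase reporter; Evaluation: % activation versus median of IL-6-stimulated wells; Controls: IL-6-only high control.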
# STAT3 blocker – STAT3 signaling inhibition; U3A cells, IL-6 STAT3-luciferase reporter, luminescence; host cell line lacks STAT1; inhibition, % at 5.5 µM; 190,000 compounds, 0.89% hits;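 active means inhibition above the mean inhibition across all screened compounds plus 3 SD, cut at about 44% in these data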;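 further: 0% = DMSO only wells and 100% = 100 µM nifuroxazide control wells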
# FLuc inhib CS – counter-screen for luciferase assay inhibitors: firefly luciferase inhibition; ATPLite firefly luciferase biochemical luminescence, 10 min; inhibition, % at 10 µM; 200,000 compounds, 1.5% hits; AID 1006;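 active means inhibition above about 50% when tested at 10 µM, limit read from the data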
# Target sequence (P08659 whole entry, looked up): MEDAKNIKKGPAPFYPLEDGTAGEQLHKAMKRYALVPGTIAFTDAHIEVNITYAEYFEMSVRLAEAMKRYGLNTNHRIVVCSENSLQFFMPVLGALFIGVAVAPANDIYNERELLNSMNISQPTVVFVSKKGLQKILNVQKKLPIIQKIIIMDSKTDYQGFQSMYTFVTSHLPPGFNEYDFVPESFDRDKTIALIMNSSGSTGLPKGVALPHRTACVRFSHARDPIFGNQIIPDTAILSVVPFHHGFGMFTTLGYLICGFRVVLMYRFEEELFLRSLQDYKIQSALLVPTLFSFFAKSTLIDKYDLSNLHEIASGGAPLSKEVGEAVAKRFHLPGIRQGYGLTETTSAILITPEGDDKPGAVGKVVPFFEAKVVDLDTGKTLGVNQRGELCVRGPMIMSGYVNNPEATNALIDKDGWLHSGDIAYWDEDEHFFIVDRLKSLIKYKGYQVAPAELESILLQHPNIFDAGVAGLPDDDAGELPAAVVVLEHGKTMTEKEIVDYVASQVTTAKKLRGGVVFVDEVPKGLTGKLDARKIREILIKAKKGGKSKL
# STAT1 activator – STAT1 signaling activation | NIH 3T3 STAT1-luciferase reporter, IFN-gamma, luminescence; 100% = IFN-gamma alone, no compound | activation (% of control), % at 5.5 µM | 200,000 compounds, 2.6% hits | AID 932;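 active means activation above the screen-wide mean activation plus 3 SD, cut at about 130% in these data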;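 further: raw ratio to IFN-gamma control signal so 100% means no change and 0% no light; values of inactives mirror those of a sister screen read the other way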
# RAM inhibit – inhibitors of the yeast RAM network. S. cerevisiae dse1pr::URA3 reporter, 5-FOA growth OD615, 2 d; analog-sensitive cbk1-as2 kinase mutant strain. inhibition, % at 50 µM. 190,000 compounds, 1.8% hits. AID 868;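 active means inhibition above a set limit, 3 SD over mean compound inhibition, cut at about 8.4% in these data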;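 further: 0% = DMSO-only wells with no growth and 100% = 10 µM 1-NA-PP1 full growth; inhibition rescues growth on 5-FOA so higher OD means more RAM inhibition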
# NF-kB neuron act – raises NF-kB expression in human neuronal cells. NF-kB reporter expression; stronger effect = higher value. fold change at 12.5 µM. 190,000 compounds, 1.6% hits. AID 1239; in the data active means fold change above about 3.3
# APP transl inh – APP translation inhibition; SH-SY5Y APP 5'UTR-luciferase reporter, luminescence; inhibition, % at 2 µM; 190,000 compounds, 0.82% hits; AID 1285;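 active means inhibition above a set limit, derived from the sample mean plus 3 SD, cut at about 45% in these data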; further: values of inactives mirror those of a sister screen read the other way
# Numbers without * were called inactive; x = no result given.
SMILES,APP 5'UTR act,Hsp70 activator,STAT1 blocker,STAT3 act,STAT3 blocker,FLuc inhib CS,STAT1 activator,RAM inhibit,NF-kB neuron act,APP transl inh
CCN(CC)c1ccc(NC(=O)c2ccccc2OCC(=O)OC)cc1,2,-0.3,7,96,7,15,92,2.6,1.4,-2
CCOC(=O)c1c(C)n(C)c2ccc(O)c(CN3CCC(C)CC3)c12,16,-0.3,7,93,14,-2,93,1.4,0.79,-16
CCN(CC)C(=O)CSc1nc(N)c(C#N)c(-c2cccs2)c1C#N,9,-0.3,2,97,6,-7,98,1.4,1.1,-9
O=C(NCN1CCc2ccccc2C1)c1cnccn1,4,-0.3,7,95,9,-7,94,0.7,1.2,-4
N#Cc1cc2ccccc2nc1SCc1ccccn1,186*,-0.5,-52,124,-22,3,147*,0.3,5.3*,-186
CCOCCCN1CC(C(=O)NCCc2ccccc2)CC1=O (stereo unspecified),7,-0.3,-4,104,-2,0,104,1.9,0.89,-7
O=C1CCN(C(=O)Nc2ccccc2)N1,2,-0.1,-5,100,8,-7,105,1.6,1.2,-2
O=C(c1cccc(C(F)(F)F)c1)N1CCOC12CCN(c1ncc(C(F)(F)F)cc1Cl)CC2,x,-0.4,7,92,10,-7,94,4.6,0.77,x
O=C(NCCOc1cccc2cccnc12)c1cccs1,0,0.0,5,87,19,1,93,0.1,1.3,0
c1ccc(OCCOCCN2CCOCC2)cc1,9,-0.5,-5,100,6,-3,105,0.5,1,-9
O=c1[nH]c2cc3c(cc2cc1C(c1nnnn1CC1CCCO1)N1CCCCCC1)OCO3 (stereo unspecified),2,-0.4,-9,105,-3,-1,114,0.3,1.1,-2
Fc1ccccc1N1CCN(c2ncnc3[nH]ncc23)CC1,-3,0.1,-9,94,13,-4,109,0.5,3.5*,3
Cc1ccc(S(=O)(=O)Cn2nnnc2C(C(C)C)N2CCN(C(=O)c3ccco3)CC2)cc1 (stereo unspecified),-8,-0.3,0,96,8,x,100,x,x,8
O=C(N/N=C/c1ccc(Br)s1)Nc1ccccc1,21,-0.1,-33,88,19,0,130*,2.3,1.7,-21
CC(=O)C(=[N+]=[N-])C(=O)NCc1ccccc1,2,-0.4,0,98,7,-7,100,0.5,1.1,-2
CCc1cc(C(=O)O)c(NC(=O)c2cc(OC)c(OC)c(OC)c2)s1,-3,-0.1,-8,92,16,-2,105,5.3,1.2,3
CCN(CC)CCC#CC(O)(c1ccccc1)c1ccccc1,2,-0.2,-3,108,-9,-6,103,0.4,1.2,-2
Cc1ccc(/C=N/n2c(C3CCCCC3)n[nH]c2=S)s1,-5,0.3,-3,105,-9,-7,103,2.4,0.86,5
O=C(NCc1ccc2c(c1)OCO2)C1CCN(C(=O)Nc2ccc(Cl)cc2)CC1,3,-0.3,6,100,7,-6,94,0.3,1.2,-2
CN(C)/C(CN1CCOCC1)=C1\N=C(c2ccccc2)OC1=O,-5,0.0,-7,95,9,-3,106,1.6,1.1,5
Cc1cccc(NC(=S)N/N=C/c2cccc([N+](=O)[O-])c2)c1,-10,0.3,-3,85,25,-1,106,6.2,1.1,10
CCCC(C(=O)NCc1ccccc1)N(C(=O)Cn1nnc(-c2cccs2)n1)c1ccc2c(c1)OCCO2 (stereo unspecified),-14,-0.3,-3,102,1,-3,104,2.2,0.67,14
Cc1c(Cc2c(C)n(C)n(-c3ccccc3)c2=O)c(=O)n(-c2ccccc2)n1C,-8,-0.3,9,97,7,1,92,0.4,1.1,8
Cc1ccc(C2(c3noc(CN(C)CCO)n3)CCCC2)cc1,-6,-0.1,4,99,5,-7,95,1.4,1,6
Cc1ccccc1/[N+]([O-])=C/c1cccs1,14,0.0,-2,101,-2,-7,102,-0.1,0.95,-14
CN(CC(=O)Nc1ccc2c(c1)OCCO2)S(=O)(=O)c1ccc(Br)s1,1,-0.3,5,105,-6,-4,95,-0.5,1.1,-1
O=C(c1ccc(CS(=O)(=O)c2ccccc2)o1)N1CCN(c2ncccn2)CC1,-3,-0.1,-1,99,10,-6,101,-0.3,0.7,3
CCOC(=O)c1c(C)[nH]c(C(=O)OCC(=O)Nc2ccc(OC)c(Cl)c2)c1C,10,-0.2,1,101,5,-5,99,1.9,1.1,-10
CCOC(=O)N1C=CC(C)=C[C@@H]2[C@@H](N3C(=O)c4ccccc4C3=O)C(=O)N21,-4,-0.4,8,93,12,-5,93,0.4,1.1,4
C=C(C)C1Cc2nc(N)nc(C)c2C1 (stereo unspecified),4,-0.2,-2,117,-18,-1,102,0.0,1.1,-4
CCN(N=O)[C@@H](Cc1ccccc1)CN(N=O)[C@@H](Cc1ccccc1)CN(C)N=O,-12,0.0,-3,x,x,-8,104,4.0,1,12
CCOc1cc(C(=O)OCC(=O)Nc2ccc(Cl)cn2)ccc1OCC(=O)N1CCOCC1,-12,-0.2,2,102,-4,-6,99,1.8,1.6,12
Cc1ccc(-n2c(Cc3cccn3C)nnc2SCC(=O)N2CCc3ccccc32)cc1,-8,-0.2,3,93,12,-10,98,4.1,0.73,8
COC(=O)c1ccc(/C=N/NC(=O)c2cccc(F)c2)cc1,98,0.8,-33,95,16,24,130*,1.3,2.6,-98
Cc1nc(Cl)c(C(=O)NCCC(C)C)c(C)c1[N+](=O)[O-],-7,0.1,10,87,18,-6,91,0.5,1.4,7
CCOC(=O)N1CCC(NC(=O)CCC(=O)N2CC(C)Oc3ccc(Cl)cc32)CC1 (stereo unspecified),-6,0.1,8,100,4,-2,93,0.2,0.77,6
COc1ccc(N2CCN(C(c3cc(OC)ccc3OC)c3nnnn3CC3CCCO3)CC2)cc1 (stereo unspecified),6,-0.1,20,86,18,-6,82,1.1,1.6,-6
Cc1cc(Cl)ccc1NC(=O)C1CCCN1C(=O)c1cccs1 (stereo unspecified),-6,-0.2,22,96,7,-4,81,-0.5,0.92,6
c1ccc(Cn2ncc3c(N4CCOCC4)ncnc32)cc1,-3,0.3,-4,100,2,-8,108,-0.1,0.99,3
CN(Cc1cccs1)C(=O)Cn1cnc2ccccc2c1=O,-9,-0.3,-11,99,3,3,110,0.0,1.3,9
CCC(=O)Nc1ccc(Nc2nc(Cl)nc(Nc3ccc(NC(=O)CC)cc3)n2)cc1,-3,-0.1,8,97,9,-2,94,5.5,0.97,3
Cc1cc(CNC(=O)c2cccnc2Cl)c2ccccc2n1,-2,-0.2,3,96,8,1,96,0.8,1.1,2
CC(C)c1nc(-c2ccccn2)no1,8,0.0,-15,101,0,-5,113,-0.7,0.89,-8
CS(=O)(=O)N(CC(=O)N1CCCCC1)c1ccc(Cl)c(C(F)(F)F)c1,2,0.0,3,100,4,3,97,0.5,0.97,-2
CCN(CC)S(=O)(=O)c1cccc(-c2nnc(SCC(=O)N3CCC(C(=O)O)CC3)n2N)c1,-12,-0.1,0,101,-1,-1,100,5.0,1.1,12
O=C1CCCC(O)=C1C=NCCc1ccccc1,-5,0.1,-2,87,20,0,102,0.0,1.2,5
Cc1cccc(-c2cc3nc4c(c(N5CCCC(O)C5)n3n2)CCC4)c1 (stereo unspecified),2,0.1,13,92,10,-8,88,-0.8,0.37,-2
O=C1/C(=C/c2c[nH]c3ccccc23)CCC/C1=C\c1c[nH]c2ccccc12,19,0.2,-11,90,12,-6,110,3.8,1,-19

# Part of the list above in order of length of the SMILES, descending:
SMILES,APP 5'UTR act,Hsp70 activator,STAT1 blocker,STAT3 act,STAT3 blocker,FLuc inhib CS,STAT1 activator,RAM inhibit,NF-kB neuron act,APP transl inh
CS(=O)(=O)N(CC(=O)N1CCCCC1)c1ccc(Cl)c(C(F)(F)F)c1,2,0.0,3,100,4,3,97,0.5,0.97,-2
Cc1cccc(-c2cc3nc4c(c(N5CCCC(O)C5)n3n2)CCC4)c1 (stereo unspecified),2,0.1,13,92,10,-8,88,-0.8,0.37,-2
CC(C)c1nc(-c2ccccn2)no1,8,0.0,-15,101,0,-5,113,-0.7,0.89,-8

# More structures
SMILES,APP 5'UTR act,Hsp70 activator,STAT1 blocker,STAT3 act,STAT3 blocker,FLuc inhib CS,STAT1 activator,RAM inhibit,NF-kB neuron act,APP transl inh
O=C(C1Cc2ccccc2O1)N1CCCCC1 (stereo unspecified),4,-0.2,1,107,-6,-6,99,1.9,1.1,-4
CCn1ncc(Br)c1C(=O)Nc1nccs1,29,0.0,9,98,5,-9,92,0.2,0.93,-29
CCOC(=O)c1cc2sccc2n1CCCN1C(=O)c2ccccc2C1=O,10,-0.2,2,99,7,-5,98,9.0*,0.86,-10
O=C(N/N=C/c1ccc(Cl)cc1)c1cc2c(s1)-c1ccccc1CC2,0,0.1,-6,94,13,-4,105,3.1,1.1,0

# Reprinted from the results shown, 14 compounds:
SMILES,APP 5'UTR act,Hsp70 activator,STAT1 blocker,STAT3 act,STAT3 blocker,FLuc inhib CS,STAT1 activator,RAM inhibit,NF-kB neuron act,APP transl inh
c1ccc(Cn2ncc3c(N4CCOCC4)ncnc32)cc1,-3,0.3,-4,100,2,-8,108,-0.1,0.99,3
CN(Cc1cccs1)C(=O)Cn1cnc2ccccc2c1=O,-9,-0.3,-11,99,3,3,110,0.0,1.3,9
CCC(=O)Nc1ccc(Nc2nc(Cl)nc(Nc3ccc(NC(=O)CC)cc3)n2)cc1,-3,-0.1,8,97,9,-2,94,5.5,0.97,3
Cc1cc(CNC(=O)c2cccnc2Cl)c2ccccc2n1,-2,-0.2,3,96,8,1,96,0.8,1.1,2
CC(C)c1nc(-c2ccccn2)no1,8,0.0,-15,101,0,-5,113,-0.7,0.89,-8
CS(=O)(=O)N(CC(=O)N1CCCCC1)c1ccc(Cl)c(C(F)(F)F)c1,2,0.0,3,100,4,3,97,0.5,0.97,-2
CCN(CC)S(=O)(=O)c1cccc(-c2nnc(SCC(=O)N3CCC(C(=O)O)CC3)n2N)c1,-12,-0.1,0,101,-1,-1,100,5.0,1.1,12
O=C1CCCC(O)=C1C=NCCc1ccccc1,-5,0.1,-2,87,20,0,102,0.0,1.2,5
Cc1cccc(-c2cc3nc4c(c(N5CCCC(O)C5)n3n2)CCC4)c1 (stereo unspecified),2,0.1,13,92,10,-8,88,-0.8,0.37,-2
O=C1/C(=C/c2c[nH]c3ccccc23)CCC/C1=C\c1c[nH]c2ccccc12,19,0.2,-11,90,12,-6,110,3.8,1,-19
O=C(C1Cc2ccccc2O1)N1CCCCC1 (stereo unspecified),4,-0.2,1,107,-6,-6,99,1.9,1.1,-4
CCn1ncc(Br)c1C(=O)Nc1nccs1,29,0.0,9,98,5,-9,92,0.2,0.93,-29
CCOC(=O)c1cc2sccc2n1CCCN1C(=O)c2ccccc2C1=O,10,-0.2,2,99,7,-5,98,9.0*,0.86,-10
O=C(N/N=C/c1ccc(Cl)cc1)c1cc2c(s1)-c1ccccc1CC2,0,0.1,-6,94,13,-4,105,3.1,1.1,0

# From PubChem BioAssay
